Abeta rescue: compounds reversing amyloid beta toxicity in yeast | yeast expressing A-beta42, growth rescue, OD600, 48 h; response scale: 0% DMSO, 100% iron-clioquinol control | Potency, µM (highest dose often 46.1 µM), for the others: top-dose growth rescue, hits mostly activators | hit rate 0.063% among 410,000; note: potency is the fitted concentration of half-maximal effect; nearly all actives have a fitted effect of over 55% in size
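Yeast growth medium received pinned compounds, then yeast cells expressing toxic A-beta were added; plates incubated at 30 C for 48 hr. Growth read as absorbance at 600 nm, normalized to DMSO and equimolar FeCl3 plus clioquinol controls.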
FUS suppressor: rescues growth of FUS-expressing yeast; S. cerevisiae FUS-expressing, growth rescue, OD600, 24 h; Potency, µM (highest dose often 76.6 µM), without a hit: at the highest dose growth rescue (activation), usual class: activators; hit rate 0.24% among 390,000; AID 1347120;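 note: potency is the fitted concentration of half-maximal effect; plate controls were DMSO vehicle for no effect and reference control for full effect; nearly all actives have a fitted effect of over 55% in size; some results filed as inactive show a strong effect at the top dose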
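FUS-expressing yeast, raffinose-pregrown, induced in 2% galactose minimal medium at OD 0.005; compounds in a dilution series, 24hr at 30C. Growth restoration read as absorbance at 600 nm. CP55940 positive control, DMSO negative.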
pAkt inh: inhibitors of Akt phosphorylation; Neuro2A IGF-stimulated pAkt S473 HTRF, 20 min; hits give low values; activity change, % for hits at 50 µM; hit rate 0.32% among 360,000; in the data active = activity change below about -80%; inconclusive = mostly about -51% to -80%; note: % is set by controls: 0 for no effect and ±100 for the full control effect
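Single-point screen (50 µM final compound) in Neuro2A cells stimulated 20 min with 6 nM IGF at 37 deg C. After lysis, Ser473-phosphorylated Akt read by HTRF (ex 330 nm, em 615/665 nm) as the 665/615 ratio.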
DRD3 antagonist: antagonists of human D3 dopamine receptor; P35462; D3R cells, DiscoveRx beta-arrestin luminescence, antagonist mode; hits give low values; max response, negative = inhibition, %; hit rate 2.5% among 360,000; AID 652054; in the data active = max response below about -50%; inconclusive = no clear call, values can overlap the other calls; note: % is set by controls: 0 for no effect and ±100 for the full control effect; mostly tested at two doses, the higher about 12 µM
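Cells expressing the human receptor were seeded at 1500 cells/well, incubated overnight at 37 degrees C in 5% CO2, then exposed to library compounds with dopamine controls for 90 minutes at 37 degrees C before luminescent detection.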
GLP-1R agonist: agonists of human GLP-1 receptor. hit rate 0.007% among 380,000. HEK293 GLP-1R CRE-luciferase, luminescence, 4-6 h; cells express a hypersensitive GLP-1R form. Potency, µM (series often up to 45.6 µM), for inactives: top-dose activation, usual class: activators. P43220. AID 624172; note: potency is the fitted concentration of half-maximal effect; % of control where 0% means no effect
Target sequence (P43220 whole entry, looked up): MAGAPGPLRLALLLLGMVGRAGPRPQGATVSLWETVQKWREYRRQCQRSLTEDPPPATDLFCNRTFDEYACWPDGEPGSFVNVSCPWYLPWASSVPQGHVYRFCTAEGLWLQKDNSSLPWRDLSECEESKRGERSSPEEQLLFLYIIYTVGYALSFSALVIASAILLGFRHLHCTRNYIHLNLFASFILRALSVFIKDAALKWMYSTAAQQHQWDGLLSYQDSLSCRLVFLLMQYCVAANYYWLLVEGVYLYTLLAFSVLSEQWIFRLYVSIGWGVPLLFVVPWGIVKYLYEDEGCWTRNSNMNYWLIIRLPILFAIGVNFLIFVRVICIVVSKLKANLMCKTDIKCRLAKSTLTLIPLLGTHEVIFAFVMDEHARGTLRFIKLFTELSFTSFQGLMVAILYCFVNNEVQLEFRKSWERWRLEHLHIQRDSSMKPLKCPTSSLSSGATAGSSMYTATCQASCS
TDP43 rescue: inhibitors of TDP-43 toxicity in yeast; Potency, µM (doses to about 46.1 µM), for the others: at the highest dose growth rescue (activation), hits mostly activators; hit rate 1.8% among 410,000; TDP-43 expressing yeast growth rescue, BacTiter-Glo, 24 h; note: potency is the fitted concentration of half-maximal effect; % of control where 0% means no effect; nearly all actives have a fitted effect of over 50% in size
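In this qHTS, compounds that restore growth of yeast expressing TDP-43 appear as activators. Cells (OD600=0.02, galactose medium, raffinose-pregrown) are incubated with compound 24 hr at 30 deg C and growth is quantified by BacTiter-Glo.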
aSyn yeast inh: alpha-synuclein toxicity inhibition in yeast. hit rate 0.14% among 370,000. Potency, µM (highest dose often 46.1 µM), without a hit: at the top dose growth rescue (activation), usual class: activators. AID 652106. Yeast expressing alpha-synuclein, growth rescue, BacTiter-Glo, 24 h; note: potency is the fitted concentration of half-maximal effect; % of control where 0% means no effect; nearly all actives have a fitted effect of over 65% in size
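Screening used galactose-induced yeast with toxic alpha-synuclein levels, exposed to compound for 24 hr at 30 deg C. Cell growth, read with BacTiter-Glo luminescence, gave the measured signal.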
PTHR1 agonist: PTHR1 (human) receptor agonism | Q03431 | HEK293 GP2 PTHR1 cells, GloSensor cAMP luminescence, 1 h | Potency, µM (doses to about 115 µM), for the others: at the highest dose activation, actives largely listed as activators | hit rate 0.075% among 410,000 | AID 743266; note: potency is the fitted concentration of half-maximal effect; nearly all actives have a fitted effect of over 55% in size; some results filed as inactive show a strong effect at the top dose; inactives centre near -15; many of its hits are not listed in these tables
Target sequence (Q03431 whole entry, looked up): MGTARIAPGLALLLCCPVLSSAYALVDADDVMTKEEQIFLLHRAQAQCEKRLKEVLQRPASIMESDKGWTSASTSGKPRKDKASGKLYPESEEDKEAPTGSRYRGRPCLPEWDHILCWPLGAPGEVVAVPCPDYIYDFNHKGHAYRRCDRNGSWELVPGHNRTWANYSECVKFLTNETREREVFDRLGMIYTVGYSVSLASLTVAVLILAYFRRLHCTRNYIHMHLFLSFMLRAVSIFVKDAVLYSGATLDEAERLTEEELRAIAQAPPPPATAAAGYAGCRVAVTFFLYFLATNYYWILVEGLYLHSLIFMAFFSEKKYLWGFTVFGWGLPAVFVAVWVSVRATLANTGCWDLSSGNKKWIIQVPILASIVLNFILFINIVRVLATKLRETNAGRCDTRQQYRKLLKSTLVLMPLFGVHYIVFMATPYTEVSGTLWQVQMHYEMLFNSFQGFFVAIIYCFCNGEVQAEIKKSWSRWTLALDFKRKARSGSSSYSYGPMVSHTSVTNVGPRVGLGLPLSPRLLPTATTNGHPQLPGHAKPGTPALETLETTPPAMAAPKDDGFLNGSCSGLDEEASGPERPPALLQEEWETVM
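HEK-293-derived GP2 cells expressing PTHR1 and a GloSensor cAMP reporter, 3,000/well, plated overnight, given luciferin plus IBMX (each 0.5 mM as added) for 1 h at 37 °C, then compound for 1 h at 37 °C. Luminescence was read after 15 min at room temperature.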
GLP1R inv ag: GLP-1 receptor (human) inverse agonism | HEK293 GLP-1R CRE-luciferase, luminescence, 24 h; GLP-1R form is constitutively active | Potency, µM (series often up to 38.3 µM), for inactives: at the highest dose activity change, negative = inhibition, hits mostly inhibitors | hit rate 1.6% among 410,000 | AID 624417; note: potency is the fitted concentration of half-maximal effect; % is set by controls: 0 for no effect and ±100 for the full control effect; nearly all actives have a fitted effect of over 55% in size
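Assay principle: reduced luminescence from a cAMP-responsive reporter in HEK293 cells co-expressing a constitutively active GLP-1R. Conditions: 24 hr compound incubation, 37 deg C, 5% CO2.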
Active calls of the source: *; i = inactive; ? = inconclusive; nt = not tested or not shown; & = joins results of further samples; [ ] = remark or other dose. Unless noted, calls come from the whole dose curve; as a rule, active = well fitted curve in the direction sought with a large enough effect; inconclusive = small, poorly fitted or top-dose-only effect, or another doubt; inactive = no such curve, though single readings can be large; an effect the other way counts as inactive or inconclusive. Some of the compounds tested; the hit share may differ from the screen's.

SMILES | Abeta rescue | FUS suppressor | pAkt inh | DRD3 antagonist | GLP-1R agonist | TDP43 rescue | aSyn yeast inh | PTHR1 agonist | GLP1R inv ag
Cc1ccc(-c2csc(Nc3ccccn3)n2)cc1 | ? | -2.9% | i | 18.2 | -2.2% | 3.16µM* | -25.0% | -89.8%[inhibitor] | ?
COc1cccc(/C=C/C(=O)NCc2ccc3c(c2)OCO3)c1 | -14.9% | 16.3% | i | ? | 13.1% | 7.5% | 3.8% | -2.9% | -29.7%
Oc1ccc(C[C@H]2CNC(=S)N2CC2CCCN2C[C@H](Cc2ccc(O)cc2)N2C[C@H](Cc3ccc(O)cc3)N(CC3CCCCCC3)C2=S)cc1 (stereo partly specified) | 10.6% | ? | i | -27.2 | -2.6% | ? | -52.4%[inhibitor] | i | ?
Cc1noc(C)c1COC(=O)C1CCN(S(=O)(=O)c2ccc(F)cc2)CC1 | 5.0% | nt | i | ? | 3.9% | 13.0% | -5.9% | -15.5% | -2.6%
Cn1c(COc2ccccc2)nnc1SCC(=O)NC1CCCC1 | 1.8% | 1.5% | i | 3.1 | 2.5% | -4.0% | -7.1% | -9.2% | 16.0%
O=C(CN1CCN(Cc2ccccc2)CC1)NNC(=O)c1ccccc1 | 1.0% | -20.1% | i | -4.0 | -4.4% | 16.0% | 9.6% | -2.7% | -5.7%
Cc1ccc2c(n1)CC(C)(C)C/C2=N\O | -14.3% | 30.9% | i | -11.1 | -7.3% | -5.0% | -3.6% | i | 0.0%
Cc1ccc(-n2c(Cc3cccn3C)nnc2SCC(=O)NCc2ccc3c(c2)OCO3)cc1 | -0.7% | ? | nt | -11.0 | 5.7% | -10.5% | -2.5% | 2.2%[57.5 µM] | -16.3%
COc1cccc(OCc2nnc(SCC(=O)N3c4ccccc4Sc4ccc(Cl)cc43)o2)c1 | 15.9% | 4.6% | i | -1.1 | -0.8% | 21.0% | 3.7% | -12.7% | ?
O=C(NNC(=O)c1cc([N+](=O)[O-])ccc1Cl)c1cccnc1 | 1.1% | 25.7% | i | 25.1 | -5.7% | -9.9% | -6.2% | i | 35.4%[activator]
COc1ccc(-c2nnc(SCC(=O)Nc3ccc(Cl)cc3)n2C)cc1 | 6.1% | -19.4% | i | -57.1* | 18.1% | -12.3% | 0.0% | i | 5.1%
COc1ccc(N(CC(=O)NC2CCCC2)C(=O)CCC(=O)Nc2cc(C)on2)cc1OC | -13.7% | 19.8% | i | -0.2 | 5.2% | 11.5% | 1.9% | 4.6% | 8.9%
COc1ccc(N(Cc2cc3ccccc3[nH]c2=O)S(=O)(=O)c2ccc(OC)cc2)cc1 | -5.5% | -5.5% | i | -13.8 | 11.4% | 4.5% | 1.7% | -28.0% | ?
CCOC(=O)N[C@H](Cc1c[nH]c2ccccc12)C(=O)NC1CC1 | 3.5% | -0.9% | i | 13.2 | 6.2% | 3.7% | 3.3% | i | 3.9%
Nc1ccc(-c2cc(-c3ccc(N)cc3)nc(-c3ccccc3)n2)cc1 | 0.0% | nt | i | 8.2 | -2.3% | -22.8% | 1.0% | -21.0% | 11.4%
Cc1cnn(C(=S)NCCc2ccccc2)c1 | 26.1% | -4.9% | i | 2.4 | 1.2% | 11.2µM* | -10.7% | -16.6%[57.5 µM] | ?
O=C(O)CCCC(=O)N1N=C(c2ccccc2)CC1c1ccc2c(c1)OCO2 (stereo unspecified) | 14.6% | 25.4% | i | 3.3 | -1.2% | -13.3% | 2.2% | -0.5% | -7.0%
Cc1cc(C)cc(NS(=O)(=O)c2ccc3[nH]cc(C(=O)NCc4ccco4)c(=O)c3c2)c1 | 9.6%&7.3% | 21.1%&0.8% | i | ? | -12.3% | 5.1%&28.7% | 0.4% | -7.8%[57.5 µM] | ?
CCCCOc1ccc(CSc2nncn2N)cc1 | 7.2% | -16.5% | i | 52.3 | -14.5% | 13.5% | -0.6% | ? | 2.0%
CCOc1ccc(S(=O)(=O)N(CC)CC(=O)N2CCCC2)cc1C | -11.4% | 17.7% | i | 5.2 | 0.1% | -25.2% | 9.2% | -8.8% | 10.7%
COc1cccc(-c2nc(N3CCN(c4ccccc4)CC3)c3ccccc3n2)c1O | 3.6% | -21.9% | i | 6.3 | 1.7% | 3.3% | -0.8% | -1.2%[57.5 µM] | 9.1%
COc1cc(NC(=O)CCS(=O)(=O)c2ccc3nc(C)sc3c2)cc(OC)c1OC | -5.5% | 10.6% | i | -0.6 | 0.0% | -23.0% | -2.8% | ? | 7.0%
Cc1cc(C)nc(/N=C(/NC(=O)c2ccccc2)Nc2ccccc2)n1 | 8.1% | -14.5% | i | 0.5 | 28.2% | -3.1% | -1.7% | i | -5.5%
COc1ccccc1CC(=O)NC1CCC(C)CC1 (stereo unspecified) | -2.1% | -10.1% | i | 5.4 | 15.9% | -14.6%[0.397 µM] | -0.5% | i | 25.1%
CNc1nc2c(-c3ccc(Cl)cc3)nnn2c2ccccc12 | 5.1% | -9.2% | i | 1.1 | 0.8% | 5.8% | -4.2% | i | 12.6%
CN1CCOCCOCCN(C)C1=O | -0.1% | 17.9% | i | 18.3 | -10.4% | 19.4% | -3.6% | i | -3.2%
CC(=O)Nc1cccc(-c2cc3c(c4c2ccn4C)C2CCC3O2)c1 (stereo unspecified) | -1.4% | 9.9% | i | -20.6 | 8.4% | 17.7% | -1.4% | i | 24.6%
Cc1ccc(C)c(NCCCCC(=O)O)c1 | -2.9% | -5.6% | i | 37.1 | -1.5% | 24.3% | -6.4% | -21.4% | 19.2%
Cc1nnc2sc(SCC(=O)N3CCc4ccccc43)nn2c1=O | -10.5% | -20.1% | i | -17.5 | -5.5% | 8.4% | -1.9% | i | 13.3%
CCOC(=O)C1CCCN(S(=O)(=O)c2ccc3c(c2)CCCN3C(C)=O)C1 (stereo unspecified) | 8.8% | 28.4% | nt | nt | nt | 16.4% | nt | -20.1% | 0.9%
Cc1nc(-c2ccc(Cl)cc2)sc1C1(C)CC(c2cccc([N+](=O)[O-])c2)=NO1 (stereo unspecified) | 6.1% | 10.1% | i | 6.1 | -4.0% | 18.5% | 8.9% | -3.8% | -17.6%
CCCc1nc2ccccc2c(=O)n1/N=C/c1c(C)[nH]n(-c2ccc(C)cc2)c1=O | -42.6%[inhibitor] | 18.4% | i | ? | 9.3% | -41.9%[inhibitor] | -37.6%[inhibitor] | -22.3% | -16.6%
O=C1CCC(C(=O)Nc2cccc(C(F)(F)F)c2)N1 (stereo unspecified) | 8.6% | 20.9% | i | -8.8 | -6.8% | -11.2% | -16.1% | i | 4.6%
O=C1CC(c2ccccc2)C(C(=O)O)N1 (stereo unspecified) | 2.8% | -24.4% | i | 23.5 | -6.9% | 10.4% | 4.1% | i | 0.9%
CCCCCc1cc(=O)oc2c(C(CCN3CCCC3)c3ccc(N(C)C)cc3)c(OC)cc(OC)c12 (stereo unspecified) | -0.2% | 14.7% | i | ? | 11.2% | -4.3% | -4.5% | -26.3% | ?
CCOC(=O)c1ccc(N/C=C\C(=O)c2cccc(OC)c2)cc1 | 3.2% | nt | i | -20.1 | -4.8% | 0.3% | -9.4% | i | -2.4%
Cc1cccc(-c2nnc(SCCC(=O)O)o2)c1 | -17.9% | -11.1% | nt | nt | -8.6% | 26.0% | 11.9% | ? | -13.1%
COC(=O)c1ccc2nc(-c3ccc(Cl)cc3)c(Cc3ccccc3OC)n2c1 | -4.5% | 7.5% | i | 0.8 | -0.7% | 16.7% | 0.5% | i | -7.5%
COc1ccc(C(=O)NNC(=O)CSc2ccccc2)cc1 | -7.6% | -25.0% | i | 10.6 | 1.1% | 6.8% | 1.3% | i | -9.9%
Cc1cc(C)c(S(=O)(=O)NCC(c2cccs2)S(=O)(=O)c2ccccc2)c(C)c1 (stereo unspecified) | -41.5%[inhibitor] | 33.8% | nt | nt | nt | 2.82µM* | nt | -19.8% | -16.2%
COc1ccc(CN(C)C(=O)CNC(=O)CNC(=O)c2ccc(Cl)cc2Cl)cc1F | 0.2% | 18.2% | i | 16.3 | 11.2% | -0.4% | 0.2% | -8.0% | 2.0%
COc1cc2c(=O)n(CCCN3CCOCC3)c(=S)[nH]c2c(OC)c1OC | 7.7% | 11.8% | i | -83.5* | -2.4% | -0.9% | -3.0% | i | -9.8%
CCCN(CC(=O)NC(=O)NCc1ccccc1)CC(=O)Nc1ccc(F)c(F)c1F | 1.6% | -9.0% | i | 0.0 | 4.1% | 8.5% | 0.0% | -9.5% | -14.7%
Fc1cccc(NC(=S)NNc2c3ccccc3nc3ccccc23)c1 | -26.2% | -8.0% | i | -8.9 | 2.2% | ? | -12.2% | -28.5% | -22.4%
COc1cccc(C(=O)Nc2ccc3oc(-c4cccc5c(Br)cccc45)nc3c2)c1 | -13.0% | -5.2% | nt | nt | nt | 12.5% | nt | -46.8%[inhibitor] | 11.6%
O=C(NC1CCS(=O)(=O)C1)C12CC3CC(CC(C3)C1)C2 (stereo unspecified) | -7.1% | 3.5% | i | 14.4 | 4.7% | -20.3% | 3.7% | i | 7.6%
O=C(c1ccccc1)N1CCCC(c2nc3c(nnn3Cc3ccccc3)c(=O)[nH]2)C1 (stereo unspecified) | -4.9% | ? | i | ? | 21.2% | -4.3% | -1.4% | 14.5% | 3.7%
C=CCOC(=O)C1=C(C)NC2(O)c3ccccc3C(=O)C12O (stereo unspecified) | -6.7% | -9.8% | i | -3.1 | 6.0% | -15.4% | -10.0% | i | -13.0%

Screening data as filed in PubChem.
